Autophagy HCS – autophagy modulators in MEF cells, primary screen, imaging, high-content, MEF GFP-LC3 | AID 463193, 2010 | calls only at 10 µM (by protocol) | MEF GFP-LC3 puncta imaging; test concentration mostly 10 µM | 0.98% of 190,000 active;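 active = percentage of spot-positive cells more than 3 SD above its plate mean, without a fluorescence outlier flag or 80% toxicity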;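 also: spot-positive cell cutoff set from DMSO-treated cells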
Yfh1-off respiration – enhancers of respiration in Yfh1-depleted yeast, dose response, Friedreich's ataxia, plus single-dose screen (AID 1465) | 0.074% of 220,000 active | fold induction at 50 µM; hits with a dose series show EC50 in µM | S. cerevisiae Yfh1-off respiration, WST-1 reduction, 72 h; higher fold induction means a stronger effect;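 active = fold induction of absorbance versus untreated yeast above a set limit, then at least 30% activation at any dose in follow-up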;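 also: activators that raise dye reduction in frataxin-depleted yeast; strong numbers were not always called active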
Dynein cargo inh – inhibitors of GR-EGFP nuclear translocation, primary screen, dynein cargo transport inhibitor project, imaging, high-content, 3617.4 mouse cells. AID 1381, 2008. test concentration mostly 20 µM; stimulated with dexamethasone, 1 µM; active compounds read low. 0.47% of 220,000 active. z-score, hits read low;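 active = plate z-score of nuclear minus cytoplasmic receptor signal below a set negative limit, without overly bright fluorescence or cell loss, cut at about -3.5 in these data, passing the limit was not always enough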;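 also: z-score of nuclear minus cytoplasmic ring GR-EGFP intensity difference per well; some compounds called inactive have numbers as strong as hits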
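Medium: Induction medium lacking tetracycline, stripped serum | Probe or stimulus: 1.0 µM final dexamethasone stimulus | Schedule: 48 h induction, then 1 h compound, then 30 min agonist, 37 °C | Signal: Automated 10x imaging of fixed Hoechst-stained cells | Evaluation: Per-cell GR-EGFP intensity, nucleus versus surrounding cytoplasmic ring, well-averaged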
Ins promoter up – insulin promoter activators in MIN6 cells, imaging, high-content screening, mouse beta cells; MIN6 insulin promoter-GFP reporter; active compounds read high; z-score at 5 µM; 0.3% of 190,000 active; AID 1625, 2009;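 active = z-score above 3 at 5 µM with at least 500 cells counted in the well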
MT stabilize HCS – microtubule stabilizers in HeLa cells, primary screen, imaging, high-content imaging; HeLa tubulin immunostaining HCS, 24 h; share of cells brighter than vehicle mean+2SD; % tubulin-high responders, % at 10 µM; 0.83% of 200,000 active; AID 2205, 2009;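 active = plate Z-score above 3 for both tubulin-high and condensed-nucleus cell shares, with cell loss under 80%, at 10 µM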;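 also: anti alpha tubulin signal scored within the nucleus-defined area of each cell; some results filed as inactive read as strong as hits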
PMI inhibitors – inhibitors of human PMI, primary screen, biochemical, fluorescence intensity, coupled assay (AID 1209) | inhibition, % at 20 µM; hits with a dose series show IC50 in µM | purified PMI enzyme, coupled fluorescence intensity; higher % means a stronger effect | 0.42% of 190,000 active | Mannose-6-phosphate isomerase (Homo sapiens);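 also: plate controls were DMSO vehicle for no effect and wells lacking substrate for full effect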
WT yeast gro inh – growth inhibition of WT strain, primary screen, mitochondrial fusion inhibitor project, WT and mutant strains, chemical genetic; mitochondrial fusion phenotypic screen; inhibition, % at 10 µM; 2.1% of 190,000 active; AID 1362, 2008; in the data active = inhibition above about 58%; tested in S. cerevisiae
b-catenin transl – modulators of beta-catenin nuclear translocation, primary screen, imaging, HeLa cells, immunofluorescence, high-content; 0.3% of 190,000 active; nuclear translocation activity, % at 5 µM;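 active = nuclear translocation activity above 50% at 5 µM, with a well cell count of 50 or more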;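 also: per-cell ratio of nuclear to cytoplasmic median beta-catenin stain intensity; plate controls were DMSO negative control for no effect and GSK-3 inhibitor IX positive control for full effect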
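Test system: human HeLa cells, native beta-catenin. Compound dosing: 5 µM primary single dose, 0.1% DMSO, 0.02–20 µM confirmation series. Incubation: compound exposure 24 h at 37°C. Detection: beta-catenin immunostaining with DAPI counterstain, 20x imaging, 6 fields/well. Read-out basis: Nuclear/cytoplasmic beta-catenin signal ratio, % activation.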
human PMI inhibitors – human PMI inhibitors, high substrate, primary screen, biochemical, fluorescence intensity, high mannose 6-phosphate (AID 1220); inhibition, % at 20 µM; hits with a dose series show IC50 in µM; 0.66% of 190,000 active; recombinant PMI enzyme, coupled fluorescence intensity; higher % means a stronger effect
WT yeast gro inh mutant strain – further read-out of WT yeast gro inh, marked with its call; inhibition, %; mitochondrial fusion phenotypic screen, mutant strain inhibition
Dynein cargo inh cytoplasmic EGFP – recorded beside Dynein cargo inh, whose call it bears; z-score; measured here: cytoplasmic GR-EGFP intensity; active compounds read high
Dynein cargo inh nuclear GR-EGFP – also measured in Dynein cargo inh; calls as there; z-score; measured here: nuclear GR-EGFP intensity;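 lower value marks the stronger effect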
Dynein cargo inh cell count – also measured in Dynein cargo inh; calls as there; z-score; measured here: cell count per field
Ins promoter up cell count – second read-out of Ins promoter up, no call of its own (marks repeat the call); cell count; measured here: cytotoxicity, nuclei count;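 total cells summed across four imaged fields per well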
b-catenin transl cell count 5 µM – second read-out of b-catenin transl, no call of its own (marks repeat the call); cell count; measured here: cell count, cytotoxicity flag
MT stabilize HCS Hoechst-high % – also measured in MT stabilize HCS; calls as there; % Hoechst-high responders; measured here: nuclear condensation Hoechst responders;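 share of cells brighter than vehicle mean plus two SD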
MT stabilize HCS cytotoxicity % – also measured in MT stabilize HCS; calls as there; toxicity, %; measured here: cytotoxicity by cell density;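 0% = mean cell density of plate MIN control wells and 100% = no cells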
Autophagy HCS cell loss 18 h – second read-out of Autophagy HCS, no call of its own (marks repeat the call); toxicity, %; measured here: cell loss, nuclei count;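 cell loss after 18 h compound exposure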
* marks the source's active call; other numbers are inactive results; i = inactive; nt = not tested or not shown; + = active, no number. Rule as the data show it, unless noted: active = inhibition above about 50%; inactive = the rest.

SMILES | Autophagy HCS | Autophagy HCS cell loss 18 h | Yfh1-off respiration | Dynein cargo inh | Dynein cargo inh cytoplasmic EGFP | Dynein cargo inh nuclear GR-EGFP | Dynein cargo inh cell count | Ins promoter up | Ins promoter up cell count | MT stabilize HCS | MT stabilize HCS Hoechst-high % | MT stabilize HCS cytotoxicity % | PMI inhibitors | WT yeast gro inh | WT yeast gro inh mutant strain | b-catenin transl | b-catenin transl cell count 5 µM | human PMI inhibitors
Cc1ccc(S(=O)(=O)N2CCN(S(=O)(=O)N(C)C)CC2)c(C)c1 | i | -4 | i | -0.61 | 0.58 | 0.12 | -0.16 | -0.15 | 1005 | 1.0 | 1.2 | 7.0 | 2% | -7 | -5 | 0.1 | 1080 | 1%
Cc1ccc(NC(=S)NCC23C=CC(O2)C2C(=O)N(c4ccc(C)cc4)C(=O)C23)cc1 (stereo unspecified) | i | 16 | i | 0.7 | -0.11 | -0.1 | -0.17 | -0.58 | 1275 | 2.4 | 1.5 | 1.5 | -18% | 15 | 15 | 4.6 | 485 | -33%
N=c1sccn1CC(=O)Nc1ccc(SC(F)F)cc1 | + | 13* | i | 1.6 | -0.16 | 0.8 | -0.55 | 0.3 | 1301 | 3.3 | 2.4 | 8.1 | -6% | -12 | -10 | -0.7 | 1084 | -3%
Cc1ccc(S(=O)(=O)NCCC(=O)OCn2nnc3ccccc3c2=O)cc1 | i | -3 | i | -0.67 | -0.28 | -0.17 | 0.084 | -0.06 | 1257 | 1.3 | 2.0 | 11 | 12% | -1 | -17 | nt | nt | 12%
COc1ccc(C2C(C(C)=O)=C(O)C(=O)N2CCc2c[nH]c3ccccc23)cc1OC (stereo unspecified) | i | -1 | i | -1.6 | 0.054 | -0.68 | 0.61 | nt | nt | 1.7 | 1.3 | 6.0 | 6% | -5 | 9 | -7.1 | 1352 | -1%
COc1ccc(CNC(=O)c2cccc(S(=O)(=O)N3CCN(C)CC3)c2)cc1 | i | -5 | i | -0.081 | -0.35 | -0.4 | 0.73 | -0.13 | 1357 | 1.7 | 2.1 | 6.3 | -2% | -3 | -4 | nt | nt | -4%
Fc1ccc2nc(C3CCN(Cc4nc(CC5CC5)no4)CC3)[nH]c2c1 | i | 14 | i | -0.78 | -0.31 | -0.31 | 0.81 | 0.41 | 1428 | 1.3 | 1.9 | 8.2 | -8% | -10 | 12 | -0.5 | 973 | -5%
CSc1nc(-c2ccc(Cl)cc2)nc(N)c1C#N | nt | nt | i | 0.88 | -0.22 | 0.75 | -0.8 | 0.18 | 1039 | nt | nt | nt | nt | nt | nt | 1.4 | 1193 | nt
CC1(CCc2ccc(O)cc2)NC(=O)NC1=O (stereo unspecified) | i | 0 | i | -0.2 | -0.3 | 0.0014 | 0.47 | -0.34 | 884 | 1.0 | 1.1 | 5.7 | 6% | -5 | -9 | nt | nt | 9%
O=C(NCCSC1CCCCC1)c1ccccc1 | i | 25 | i | -0.81 | -0.33 | -0.083 | 1.3 | -0.25 | 1470 | 2.8 | 2.7 | 10 | -5% | -4 | 15 | 1.4 | 1575 | -6%
CCOc1ccc(NC(=O)CSc2nnc(-c3ccccn3)n2N)cc1 | i | 11 | i | -1.1 | -0.4 | -0.74 | 0.38 | nt | nt | 3.5 | 3.3 | 2.6 | -5% | 3 | 1 | 0.0 | 798 | -5%
COc1ccc(C(=O)NC(=S)N2CCCCC2)cc1 | i | 11 | i | 0.53 | 0.54 | 0.22 | -0.72 | nt | nt | 2.3 | 1.1 | 12 | 2% | 20 | 24 | -14 | 945 | 4%
N#C/C=C1\n2c(nc3ccccc32)OC12CCCCC2 | i | -1 | i | -0.037 | 0.11 | 0.34 | 0.026 | -0.74 | 968 | 1.2 | 0.6 | 1.2 | 7% | -9 | 1 | 0.8 | 1245 | -5%
CCOc1c2ccc(C(=O)NCc3ccc4c(c3)OCO4)cc2nn1C | i | 11 | i | 0.35 | -0.18 | 0.76 | 0.064 | 0.4 | 1870 | 2.5 | 1.4 | 4.7 | -4% | 7 | 17 | 2.4 | 1130 | -2%
OC(COc1ccc(Cl)c2ccccc12)CN1CCN(c2ccccn2)CC1 (stereo unspecified) | i | -29 | i | -0.16 | -0.17 | 0.12 | 0.19 | 1 | 1291 | 2.9 | 3.4 | 9.5 | 13% | 35 | 21 | -4.3 | 1200 | 11%
COc1ccc(C[C@H]2CN3C(=NC[C@H]3C)N2CCNC(=O)CCC2CCCCC2)cc1 | i | 16 | i | -0.29 | -0.25 | 0.11 | 0.0026 | 0.52 | 1378 | 2.8 | 1.6 | 9.4 | 8% | 3 | 2 | 0.9 | 1103 | -1%
Cc1c(C(=O)C(=O)N2CCCc3ccccc32)c2ccccc2n1C | i | 7 | i | -0.27 | -0.19 | -0.29 | -0.21 | 0.52 | 1523 | 30* | 12* | 68* | 16% | -5 | 5 | 0.8 | 1006 | 11%
COc1cc(NC(=O)c2cccs2)c(C(=O)OCC(=O)NC(=O)NCc2ccccc2)cc1OC | i | 18 | i | 0.14 | 0.087 | 0.42 | 0.53 | -0.08 | 987 | 1.3 | 1.0 | 12 | 7% | 7 | -8 | nt | nt | -1%
COc1ccc(OCc2nc(N)nc(Nc3cccc(C)c3C)n2)cc1 | i | -1 | i | -0.52 | -0.27 | -0.1 | 0.51 | 0.62 | 940 | 7.1 | 3.6 | 8.2 | -7% | -15 | 8 | -1.7 | 1173 | -4%
C=CCOc1c(Br)cc(CNn2nnnc2N)cc1OCC | i | 5 | i | -0.4 | -0.15 | 0.058 | -3 | 0.05 | 1264 | 2.7 | 1.2 | 5.2 | 3% | 8 | 10 | 0.7 | 983 | 0%
Cc1ccc(CNC(=O)c2ccc3c(=O)n4c(-c5ccc(C)cc5)csc4nc3c2)cc1 | nt | nt | i | 0.025 | 0.088 | 0.21 | -0.39 | -0.43 | 1008 | nt | nt | nt | nt | nt | nt | 0.1 | 1282 | nt
COc1ccccc1-c1nnc2sc(C3CCCCC3)nn12 | i | 16 | i | 0.22 | -0.21 | 0.68 | 0.58 | -0.44 | 1416 | 2.1 | 2.2 | 2.8 | 2% | -6 | -7 | -6.8 | 996 | 4%
CC(=O)C1=C(C)N(Cc2ccccc2)C(=O)N[C@H]1c1cccc(C(F)(F)F)c1 | i | 6 | i | 0.084 | -0.32 | 0.33 | 0.53 | -0.73 | 1383 | 3.4 | 2.2 | 5.0 | 3% | -1 | -11 | nt | nt | 2%
CCC(=O)NC(=S)Nc1cccc(Cl)c1N1CCCCC1 | i | 33 | i | -0.51 | -0.24 | -0.41 | 2.5 | 0.89 | 1322 | 1.4 | 1.5 | 8.5 | 23% | 23 | 26 | 0.6 | 1466 | 12%
COc1ccc(/C=C2\N=C(c3ccccc3Cl)NC2=O)cc1 | nt | nt | i | 0.27 | -0.14 | 0.57 | 0.6 | -0.85 | 975 | nt | nt | nt | nt | nt | nt | 0.9 | 1268 | nt
COc1ccc(C(=O)c2coc3ccc(O)c(CN4CCOCC4)c23)cc1 | nt | nt | i | -1.3 | -0.2 | -0.49 | 0.25 | -0.91 | 1055 | 4.6 | 2.9 | 4.8 | -5% | 9 | -13 | -4.4 | 1207 | -4%
COc1ccc(NC(=S)N(CCN2CCOCC2)Cc2cc3cc4c(cc3[nH]c2=O)OCCO4)cc1 | i | 1 | i | -0.73 | -0.28 | -0.46 | 0.1 | -0.34 | 1395 | 3.1 | 2.1 | 8.6 | 10% | 18 | 4 | -0.8 | 1087 | 16%
O=C(c1ccc2c(c1)OCO2)N1CCc2ccccc2C1 | i | 4 | i | 1.5 | -0.13 | 0.76 | -0.89 | nt | nt | 4.3 | 4.3 | 7.3 | 7% | -12 | -8 | 0.7 | 935 | 11%
CCOP(=O)(OCC)C(Nc1cccc([N+](=O)[O-])c1)c1ccc(N(C)C)cc1 (stereo unspecified) | nt | nt | i | 2.4 | -0.22 | 1.5 | -1.2 | -0.03 | 1097 | nt | nt | nt | nt | nt | nt | -0.1 | 1308 | nt
O=C1c2ccc3c4c(ccc(c24)C(=O)N1CCCCO)C(=O)N(CCCCO)C3=O | i | 60 | i | 0.11 | 0.0048 | 0.22 | 0.51 | -4.9 | 609 | 3.4 | 0.8 | 16 | -17% | 53 | 16 | 0.2 | 1045 | 36%
Cc1ccc(NC(=O)CSc2ncc3ccccn23)cc1 | i | 13 | i | 0.55 | -0.35 | -0.091 | 0.39 | 2.4 | 1141 | 4.1 | 1.9 | 8.3 | 17% | -5 | 3 | 3.0 | 1068 | -7%
CCCCCCOc1ccc(C(=O)NCCCn2ccnc2)cc1 | i | -7 | i | -0.11 | -0.3 | -0.035 | 0.26 | -0.84 | 1000 | 4.5 | 3.4 | 7.8 | -3% | 46 | -12 | 0.7 | 1105 | -7%
COc1ccccc1NC(=O)C1CC(=O)OC1c1ccccc1 (stereo unspecified) | i | 12 | i | 0.75 | -0.36 | 0.58 | -0.058 | 0.99 | 1209 | 7.4 | 3.3 | 1.0 | -6% | -7 | 6 | -0.1 | 1142 | -9%

Screening results from PubChem.
